Assay outcomes (PubChem BioAssay)
GoLoco inh red: inhibitors of human Gai1-RGS12 GoLoco interaction (red fluorophore); Potency, µM (doses to about 61.6 µM), inactives show at the top dose activity, negative = inhibition, actives largely listed as inhibitors; Gai1:RGS12 GoLoco peptide FP, rhodamine, 10 min; 0.44% of 230,000 active; P63096; active means well fitted inhibition curve with a large enough effect, not every such curve was filed as active; inactive means no such curve, though single readings can be large or run the other way; further: on the % scale 0 is the no-effect control and ±100 the full control effect; nearly all actives have a fitted effect of over 30% in size; many of its hits are not listed in these tables
Target sequence (P63096 whole entry, looked up): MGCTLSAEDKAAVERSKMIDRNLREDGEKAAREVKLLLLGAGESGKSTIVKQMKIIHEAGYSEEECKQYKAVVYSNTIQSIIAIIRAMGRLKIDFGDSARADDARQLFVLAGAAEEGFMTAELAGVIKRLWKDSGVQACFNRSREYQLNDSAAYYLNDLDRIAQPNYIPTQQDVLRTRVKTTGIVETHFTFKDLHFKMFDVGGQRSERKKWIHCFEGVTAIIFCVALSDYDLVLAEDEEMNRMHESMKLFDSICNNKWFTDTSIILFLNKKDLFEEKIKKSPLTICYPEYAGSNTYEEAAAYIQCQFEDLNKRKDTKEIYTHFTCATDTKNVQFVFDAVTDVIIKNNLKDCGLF
Epigenetic derep: regulators of epigenetic silencing causing reporter derepression in mouse cells. murine LDR cells, GFP reporter derepression, 30 h. Potency, µM (highest dose often 53.9 µM), inactives show at the highest dose GFP activation, actives largely listed as activators. 0.2% of 280,000 active; further: % of control where 0% means no effect; nearly all actives have a fitted effect of over 60% in size
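Murine LDR cells carrying a silenced, genomically integrated CMV-driven GFP reporter were exposed to compound for 30 hours at 37 C. After PBS washes, GFP-positive cells (20–120 um objects) were counted by laser-scanning microplate cytometry.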
RECQ1 helicase: inhibitors of human RECQ1 DNA helicase | RECQ1 DNA unwinding, red fluorescence kinetic read | AID 2549 | P46063 | Potency, µM (highest dose often 57.3 µM), for inactives: at the top dose activity, negative = inhibition, hits mostly inhibitors | 0.54% of 240,000 active;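 further: plate controls were vehicle for no effect and no enzyme for full effect; nearly all actives have a fitted effect of over 30% in size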
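50 nM RECQ1T1 preincubated 15 min with compound in Tris pH 8.0 buffer with MgCl2, DTT, Tween-20 and 2.5 ug/ml poly(dI-dC); started with 200 nM TAMRA/BHQ-2 forked duplex and 2 mM ATP. Unwinding read as fluorescence (525/598 nm), two reads 2 h apart.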
SMN2 splice up: increases expression of the SMN2 splice variant | HEK293 SMN2-luciferase splicing reporter, luminescence, 30-36 h | Potency, µM (titrated, usually from 46.1 µM), for the others: at the highest dose activity change, positive = activation, actives largely listed as activators | 2.8% of 210,000 active | AID 1458; further: % of control where 0% means no effect; nearly all actives have a fitted effect of over 55% in size
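qHTS luciferase splicing reporter: luminescence rises when SMN2 exon 7 is included in transfected HEK293 cells. Compound exposure lasted 30-36 h at 37C, with 4.5 mM final sodium butyrate as control, followed by a ONE-Glo read.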
IMPase Li cell: membrane-permeable IMPase blocker, potentiated with lithium. CHO-M1 cells, IP1 TR-FRET (IP-One), carbachol + lithium. Potency, µM (top dose mostly 59.4 µM), without a hit: top-dose activity, negative = IMPase inhibition, actives largely listed as inhibitors. 0.35% of 210,000 active;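 further: IP1 builds up when IMPase is blocked and the TR-FRET signal falls; plate controls were basal vehicle for no effect and high inhibitor control for full effect; nearly all actives have a fitted effect of over 50% in size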
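CHO cells stably expressing M1 receptor (2000/well, cultured 16–30 h) treated 30 min at 37C with compound plus low lithium. Cytosolic IP1 by TR-FRET (665/620 ratio and 620 channel) after 10 min lysis; AC50 by Hill fit.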
JMJD2E inh: blocks human JMJD2E demethylase activity. B2RXH2. JMJD2E catalytic domain, FDH-coupled NADH fluorescence (FDH is formaldehyde dehydrogenase). Potency, µM (doses to about 57.1 µM), for the others: top-dose activity change, negative = inhibition, usual class: inhibitors. 1.6% of 230,000 active. AID 2147; active means well fitted inhibition curve with a large enough effect, not every such curve was filed as active; inconclusive means small, poorly fitted or top-dose-only effect, or another doubt; inactive means no such curve, though single readings can be large or run the other way;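 further: 0% = wells with enzyme and -100% = buffer wells without enzyme; nearly all actives have a fitted effect of over 50% in size; many of its hits are not listed in these tables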
Target sequence (B2RXH2 1-337 limits assumed): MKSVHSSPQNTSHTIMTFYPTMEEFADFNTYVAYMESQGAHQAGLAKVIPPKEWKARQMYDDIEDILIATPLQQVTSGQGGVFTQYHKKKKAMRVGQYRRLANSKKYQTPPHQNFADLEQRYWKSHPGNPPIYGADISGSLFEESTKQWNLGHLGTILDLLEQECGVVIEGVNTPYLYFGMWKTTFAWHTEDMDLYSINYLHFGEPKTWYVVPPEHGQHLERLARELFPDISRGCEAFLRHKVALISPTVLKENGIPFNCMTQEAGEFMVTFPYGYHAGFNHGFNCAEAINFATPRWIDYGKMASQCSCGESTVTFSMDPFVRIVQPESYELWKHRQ
KinaseGlo FLuc: blocks Kinase-Glo luciferase, a counter-screen artifact; 0.28% of 200,000 active; Q27757; Kinase-Glo luciferase, ATP luminescence, 8 min; Potency, µM (titrated, usually from 38.3 µM), inactives show at the highest dose activity change, negative = inhibition, usual class: inhibitors; further: on the % scale 0 is the no-effect control and ±100 the full control effect; nearly all actives have a fitted effect of over 60% in size
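Recombinant Kinase-Glo luciferase, 10 uM ATP (linear range), luciferin; imidazole pH 7.2 / KCl / MgCl2 / Tween / BSA buffer; 8 min RT; luminescence.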
NPSR antag: neuropeptide S receptor (human) antagonism, cAMP; Q6W5P4; CHO-NPSR cells, cAMP TR-FRET, antagonist mode; Potency, µM (doses to about 38.3 µM), inactives show at the top dose activity change, negative = inhibition, most hits filed as inhibitors; 1% of 220,000 active; AID 1461; further: on the % scale 0 is the no-effect control and ±100 the full control effect; nearly all actives have a fitted effect of over 50% in size; many of its hits are not listed in these tables
Target sequence (Q6W5P4 whole entry, looked up): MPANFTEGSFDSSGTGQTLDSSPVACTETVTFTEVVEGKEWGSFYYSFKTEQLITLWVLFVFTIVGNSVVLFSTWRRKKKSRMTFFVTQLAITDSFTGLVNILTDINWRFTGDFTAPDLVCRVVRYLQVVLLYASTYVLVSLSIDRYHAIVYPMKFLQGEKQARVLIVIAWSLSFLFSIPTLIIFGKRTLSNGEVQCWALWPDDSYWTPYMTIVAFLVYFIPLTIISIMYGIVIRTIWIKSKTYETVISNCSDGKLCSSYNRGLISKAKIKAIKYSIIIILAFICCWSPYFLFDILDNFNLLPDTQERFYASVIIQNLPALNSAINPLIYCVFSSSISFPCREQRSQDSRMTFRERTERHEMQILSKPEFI
Numbers without * were called inactive; i = inactive; ? = inconclusive; . = no result given; [ ] = remark or other dose. Unless noted, the call rests on the fitted dose curve; in most records, active means well fitted curve in the direction sought with a large enough effect; inconclusive means small, poorly fitted or top-dose-only effect, or another doubt; inactive means no such curve, though single readings can be large; an effect the other way counts as inactive or inconclusive. Potency means the concentration at half of the fitted maximal effect. Only part of the results is shown, so the mix of outcomes need not match the whole.

no.	molecule	RECQ1 helicase	SMN2 splice up	KinaseGlo FLuc	Epigenetic derep	NPSR antag	IMPase Li cell	JMJD2E inh	GoLoco inh red
1	CCOC(=O)/C=C1\SCC(=O)N1CC(=O)NCCc1ccc(F)cc1	i	.	-4%	-3.3%	2%	-8%	7%	12%
2	COc1ccc(C(=O)O)cc1S(=O)(=O)NCCCN1CCCC1=O	-3%	0%	8%	-2.6%	-6%[46.1 µM]	-9%[38.3 µM]	-2%	-1%
3	C/C(=N/NC(=O)CNC(=O)c1cccnc1)c1ccco1	-4%	.	.	-5.4%	-4%	.	11%	10%
4	O=C(NC(C(=O)c1ccccc1)N1CCOCC1)c1cccs1 (stereo not given)	-18%	?	3%	-1.6%	-15%[46.1 µM]	21%[38.3 µM]	-12%	-3%
5	O=S(=O)(c1ccc(NC(=S)Nc2ccc3c(c2)OCO3)cc1)N1CCOCC1	-10%	-27%	2%	0.0%	-3%	3%	-20%	0%
6	O=[N+]([O-])c1ccc(-c2csc(N/N=C/c3cccnc3)n2)cc1	i	-5%	1%	-0.1%	3%	0%	-3%	7%
7	CC1CCCCN1S(=O)(=O)c1cn(C)c(=O)n(C)c1=O (stereo not given)	i	.	.	1.1%	46%	-3%	5%	0%
8	O=C(Cc1cccc2ccccc12)N1CCN(c2ncccn2)CC1	-4%	52%	-1%	-1.4%	6%	5%	-20%	4%
9	COC1OC(CO)C(OC2OC(C(=O)O)C(OC3OC(COS(=O)(=O)O)C(OC4OC(C(=O)O)C(OC5OC(CO)C(OC6OC(C(=O)O)C(OC7OC(COS(=O)(=O)O)C(OC8OC(C(=O)O)=C[C@H](O)C8OS(=O)(=O)O)C(O)C7NC(C)=O)[C@@H](O)C6O)C(O)C5NC(C)=O)[C@@H](O)C4O)C(O)C3NC(C)=O)[C@@H](O)C2O)C(O)C1NC(C)=O (stereo not given in full)	-13%	-9%	1%	5.3%	.	2%	6%	3%
10	CC(=O)c1ccc(OCC(O)CN2CCN(Cc3ccccc3)CC2)cc1 (stereo not given)	-11%	-2%	2%	1.0%	-5%[46.1 µM]	11%[38.3 µM]	-2%	11%
11	C[C@@H]1CCCN(CP(=O)(c2ccccc2)c2ccccc2)C1	.	-14%[9.22 µM]	0%[7.66 µM]	.	.	-5%	.	10%[14.2 µM]
12	O=C(CSc1nc2cc(Cl)ccc2o1)NCCc1ccccc1	i	.	.	0.8%	-10%[46.1 µM]	.	0%	.
13	O=C(NCc1ccco1)c1cc(-c2ccc(F)cc2)on1	-5%	21%	6%	-0.9%	-20%[46.1 µM]	-23%[38.3 µM]	8%	-2%
14	CC(C)OCCCNC(=O)C1CC(=O)N(C2CCCCCCC2)C1 (stereo not given)	i	3%	0%	-1.2%	0%[46.1 µM]	1%[38.3 µM]	6%	-2%
15	COc1cc2[nH]c(=O)n(CCC(=O)NCc3cccnc3)c(=O)c2cc1OC	1%	26%	6%	-1.1%	-2%[46.1 µM]	3%[38.3 µM]	?	15%
16	CCCCNC(=O)CSc1nc2ccc(NC(=O)CSc3nnc(COc4ccccc4C)n3C)cc2s1	-1%	3%	3%	9.1%	-1%[46.1 µM]	20%[38.3 µM]	-3%	16%
17	COc1ccc(NC(=O)c2nc(C)n(-c3ccc([N+](=O)[O-])cc3)n2)cc1	-2%	1%	1%	0.3%	9%	7%	-11%	2%
18	C=CCNC(=O)NC(=O)COC(=O)CNS(=O)(=O)c1ccc(F)c(F)c1F	1%	7%	2%	6.3%	10%	-14%	6%	-23%
19	CCc1ccc(OCC(=O)N/N=C(\C)c2ccccc2OC(F)F)cc1	7%	-28%	-1%	-0.4%	-12%	15%	1%	-4%
20	C[C@H]1C(c2cccc(Cl)c2)=NN(c2ccccc2)[C@@H]1CO	i	.	0%[39.9 µM]	-0.8%	.	-21%	.	8%[88.7 µM]
21	COc1ccc2[nH]c3nc(SC(C)C)nnc3c2c1	-2%	?	-13%	1.0%	-14%[46.1 µM]	1%[38.3 µM]	-1%	-3%
22	O=C(CN1CCN(c2ccc(C(F)(F)F)cn2)CC1)Nc1ccc2c(c1)OCO2	-4%	.	.	0.0%	-7%	.	-3%	1%
23	Cc1ccc(CNC(=O)[C@H](C)[C@@H]2C[C@@]2(C)[C@@H](NC(=O)OCc2ccccc2)c2ccccc2)o1	i	-4%	1%	1.7%	.	4%	4%	1%
24	C=C(C)C(=O)Nc1cccnc1Oc1ccc(F)cc1	-6%	.	.	0.1%	6%	.	-4%	3%
25	COc1ccc(C(=O)OCn2nnc3ccccc3c2=O)cc1[N+](=O)[O-]	-1%	-7%	3%	-7.4%	-20%	?	1%	8%
26	CCCOC(=O)c1ccc(Oc2cn[nH]c2-c2ccc(O)cc2O)cc1	13%	.	.	-1.7%	-4%	.	?	8%
27	CN(CC(=O)N1CCN(Cc2ccccc2)CC1)S(=O)(=O)c1cccc2nsnc12	-1%	.	.	-0.3%	10%	-7%	-10%	0%
28	COc1cccc(/C=C2/SC(=O)N(CC(=O)N3CCc4ccccc4C3)C2=O)c1OCC(=O)O	4%	-9%	1%	0.0%	-6%[46.1 µM]	-5%[38.3 µM]	-7%	-1%
29	O=C(Nc1ccc(NC(=O)c2ccco2)c(Cl)c1)c1ccccc1	10%	.	-19%	2.1%	-3%	9%	?	11%
30	CC(C)(C)c1ccc(/C=C/C(=O)c2ccc(NC3=NCCCS3)cc2)cc1	0%	-107%[inhibitor]	4%	0.0%	7.9µM*	-16%	-4%	-5%
31	CCn1c(=NC(=O)c2ccc(S(=O)(=O)N(C)C)cc2)sc2cccc(OC)c21	i	-23%	-2%	1.3%	-7%	11%	?	-1%
32	CCc1ccccc1S(=O)(=O)Cc1ccc(C(=O)N2CCN(c3ccccc3OC)CC2)o1	-3%	-15%	4%	-2.9%	-13%[46.1 µM]	4%[38.3 µM]	-12%	19%
33	O=C(c1ccc(Cn2c(=S)[nH]c3ccc(N4CCOCC4)cc3c2=O)cc1)N1CCC(N2CCCCC2)CC1	-4%	22%	-3%	-0.8%	-30%	8%	?	16%
34	COc1ccc(CC(=O)N2CCCc3ccccc32)cc1	i	-10%	0%	-2.2%	-12%[46.1 µM]	-8%[38.3 µM]	-3%	2%
35	Cc1cc(N/N=C/c2cccc([N+](=O)[O-])c2)nc(-n2nc(C)cc2C)n1	-6%	.	.	-0.3%	?	.	4%	-3%
36	O=C(Cn1nc(C(F)F)cc1C(F)F)NNC(=S)Nc1ccc(F)cc1	i	-2%	-3%	-1.3%	-8%[46.1 µM]	21%[38.3 µM]	10%	-5%
37	CC1(C)Cc2cccc(OCC(=O)NCCOc3ccccc3)c2O1	i	-2%	0%	-0.1%	-26%	-1%	4%	-3%
38	COc1ccc(CCN2CC(C(=O)Nc3ccc4c(c3)OCO4)CC2=O)cc1OC (stereo not given)	i	3%	0%	0.1%	5%	-2%	-2%	3%
39	COc1ccc(S(=O)(=O)N(C)C)cc1NC(=O)COC(=O)c1nc2nccc(C)n2n1	-21%	.	.	-3.1%	11%	.	12%	4%
40	CC(OC(=O)c1nn(C)c(=O)c2ccccc12)C(=O)NCc1ccc2c(c1)OCO2 (stereo not given)	i	-3%	1%	-0.1%	7%[46.1 µM]	13%[38.3 µM]	0%	2%

Two compounds picked at random from those above, as already listed:
no.	molecule	RECQ1 helicase	SMN2 splice up	KinaseGlo FLuc	Epigenetic derep	NPSR antag	IMPase Li cell	JMJD2E inh	GoLoco inh red
10	CC(=O)c1ccc(OCC(O)CN2CCN(Cc3ccccc3)CC2)cc1 (stereo not given)	-11%	-2%	2%	1.0%	-5%[46.1 µM]	11%[38.3 µM]	-2%	11%
34	COc1ccc(CC(=O)N2CCCc3ccccc32)cc1	i	-10%	0%	-2.2%	-12%[46.1 µM]	-8%[38.3 µM]	-3%	2%

(continued)
no.	molecule	RECQ1 helicase	SMN2 splice up	KinaseGlo FLuc	Epigenetic derep	NPSR antag	IMPase Li cell	JMJD2E inh	GoLoco inh red
41	CCSc1ncc(C#N)c(=O)[nH]1	-6%	3%	1%	0.0%	-6%[46.1 µM]	25%[38.3 µM]	-6%	0%
42	O=c1cc(CSc2n[nH]c(-c3ccncc3)n2)nc2sccn12	?	-3%	-3%	1.3%	14%	3%	2%	11%
43	Cc1cc(C)cc(NC(=S)N(CCN(C)C)Cc2cccs2)c1	8%	-26%	-2%	4.7%	-30%	13%	-5%	7%
44	Cc1oc(-c2ccccc2)nc1C(=O)N1CCN(c2ccc(F)cc2)CC1	-12%	-9%	0%	-0.3%	-9%	-6%	6%	3%
45	c1ccc2sc(SCSc3nc4ccccc4s3)nc2c1	-2%	-1%[9.22 µM]	-8%[7.66 µM]	0.1%	16%	12%	-2%	2%[14.2 µM]
46	COc1ccc(-c2cc(C(F)(F)F)nc(SCC(N)=O)n2)cc1	1%	0%	6%	-0.6%	?	33%[activator][38.3 µM]	8%	6%
47	Cc1nc(-c2ccc(C(=O)Nc3cccc(Br)c3)cc2)cs1	i	10µM*	?	-1.2%	-39%	2%	?	3%
48	Cc1ccc2nc3c(c(C(=O)OC4CCOC4=O)c2c1)CCCC3 (stereo not given)	0%	2%	-6%	-1.1%	-1%	19%	?	9%
49	CC1CCCC(C)N1C(=O)COc1ccccc1F (stereo not given)	i	-7%	1%	1.1%	14%	0%	3%	16%
50	N#Cc1cn(CCCOc2ccccc2)c2ccccc12	-11%	-10%	0%	-1.0%	-29%	18%	-3%	-17%
51	CCN1CCN(c2ncc(C(=O)Nc3ccccc3C(=O)OC)c3ccccc23)CC1	-2%	4%	-8%	6.7%	-6%[46.1 µM]	7%[38.3 µM]	?	6%
52	Cc1[nH]c2ccccc2c1-c1ccc(Cl)nn1	-1%	-11%	-3%	1.9%	-15%	9%	-1%	5%
53	COc1ccc(/C=N/OCC(=O)N=Nc2c(O)[nH]c3ccc(Br)cc23)cc1OC	-3%	8%	-2%	4.3%	1%	17%	15%	1%
54	N#CC1(c2ccccc2)CCC(=O)N1c1ccccc1 (stereo not given)	-2%	.	.	1.3%	33%	.	3%	3%
